# A3A deaminase = human APOBEC3A DNA deaminase inhibition. recombinant A3A, FAM/TAMRA ssDNA deamination fluorescence. P31941. AID 493011. 330,000 compounds, 0.41% hits. inhibition, % at 20 µM;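 active = at least 40% inhibition at 20 µM here, with at most 30% in a related deaminase screen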;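 also: plate controls were A3A with DMSO for no effect and wells lacking A3A enzyme for full effect; some results filed as inactive read as strong as hits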
# Target sequence (P31941 whole entry, looked up): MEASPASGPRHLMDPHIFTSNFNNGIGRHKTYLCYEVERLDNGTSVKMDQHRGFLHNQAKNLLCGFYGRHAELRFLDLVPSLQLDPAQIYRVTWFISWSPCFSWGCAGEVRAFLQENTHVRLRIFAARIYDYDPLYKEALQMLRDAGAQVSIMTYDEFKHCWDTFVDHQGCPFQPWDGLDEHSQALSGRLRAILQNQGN
# MIN6 prolif = MIN6 beta-cell proliferation induction | MIN6 cells proliferation, ATPlite luminescence, 48 h; cells starved in 0.2% serum; 100% = growth in 10% serum | proliferation, % at 10 µM | 330,000 compounds, 0.29% hits;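 active = compounds whose signal lies at least 3.5 SD above the mean of all wells on their plate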;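 also: 0% = DMSO-treated cells in low-serum medium and 100% = 10% serum control; some compounds called inactive have numbers as strong as hits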
# hIAP act = human IAP activation | P09923 | purified human IAP, CDP-Star luminescence, 30 min; hits give high values; 1 = vehicle-only enzyme, 0 = enzyme-free background | activation factor at 10 µM | 330,000 compounds, 0.16% hits | AID 2524;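 active = activation factor of the enzyme at least 2-fold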; also: the source names both 10 and 20 µM as test concentration; values of inactives mirror those of a sister screen read the other way
# mIAP inh = blocks mouse intestinal alkaline phosphatase. 330,000 compounds, 0.2% hits. purified mouse IAP, CDP-Star luminescence, 30 min. inhibition, % at 10 µM;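 active = inhibition of at least 40% at 10 µM in the primary screen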;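 also: plate controls were DMSO with enzyme for no effect and no enzyme wells for full effect; values of inactives mirror those of a sister screen read the other way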
# hIAP inh = blocks human intestinal alkaline phosphatase | P09923 | purified IAP, CDP-Star luminescence, 30 min | inhibition, % at 10 µM | 330,000 compounds, 0.12% hits | AID 2544;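 active = inhibition reaching a set limit with compound at 10 µM in the primary screen, cut at about 35% in these data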;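 also: plate controls were DMSO wells with enzyme for no effect and no-enzyme buffer wells for full effect; values of inactives mirror those of a sister screen read the other way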
# ATG4B inhibitor = inhibitors of human ATG4B cysteine protease. inhibition, % at 8.33 µM. ATG4B cleavage of LC3-PLA2, NBD-HPC fluorescence, 1 h. 340,000 compounds, 0.51% hits. Q9Y4P1; in the data active = inhibition above about 40%
# Target sequence (Q9Y4P1 whole entry, looked up): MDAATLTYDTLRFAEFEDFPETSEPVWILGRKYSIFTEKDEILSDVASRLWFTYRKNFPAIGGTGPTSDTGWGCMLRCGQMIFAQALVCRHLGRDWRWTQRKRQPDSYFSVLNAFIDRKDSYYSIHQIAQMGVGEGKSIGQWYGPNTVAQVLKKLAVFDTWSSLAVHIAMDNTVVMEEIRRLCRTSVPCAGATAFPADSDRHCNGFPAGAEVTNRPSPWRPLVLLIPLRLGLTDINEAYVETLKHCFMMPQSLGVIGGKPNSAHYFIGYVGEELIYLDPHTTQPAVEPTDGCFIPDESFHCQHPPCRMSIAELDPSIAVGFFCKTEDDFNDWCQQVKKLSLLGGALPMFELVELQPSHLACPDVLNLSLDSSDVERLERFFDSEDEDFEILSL
# mIAP act = mouse IAP activation | muIAP, CDP-Star luminescence, 30 min; hits give high values; 1 = vehicle-only enzyme signal, 0 = enzyme-free wells | activation factor at 10 µM | 330,000 compounds, 0.24% hits | AID 2805;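 active = activation factor of at least 2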; also: the source names both 10 and 20 µM as test concentration; values of inactives mirror those of a sister screen read the other way
#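 Assay system: mouse IAP enzyme; Reagent: CDP-Star chemiluminescent phosphatase substrate; Compound: DMSO-dissolved test compounds; Incubation: 30 min, room temperature; Technique: luminescence from enzymatic CDP-Star hydrolysis; Controls: DMSO-only wells and no-enzyme negative control.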
# A3G deaminase = APOBEC3G (human) deaminase inhibition; 330,000 compounds, 0.28% hits; recombinant A3G, ssDNA deamination FAM/TAMRA fluorescence; Q9HC16; inhibition, % at 20 µM; AID 493012;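 active = inhibition of at least 40% at 20 µM, with no more than 30% in the related APOBEC3A deaminase screen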;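 also: plate controls were DMSO wells with A3G for no effect and wells lacking A3G enzyme for full effect; some compounds called inactive have numbers as strong as hits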
# Target sequence (Q9HC16 whole entry, looked up): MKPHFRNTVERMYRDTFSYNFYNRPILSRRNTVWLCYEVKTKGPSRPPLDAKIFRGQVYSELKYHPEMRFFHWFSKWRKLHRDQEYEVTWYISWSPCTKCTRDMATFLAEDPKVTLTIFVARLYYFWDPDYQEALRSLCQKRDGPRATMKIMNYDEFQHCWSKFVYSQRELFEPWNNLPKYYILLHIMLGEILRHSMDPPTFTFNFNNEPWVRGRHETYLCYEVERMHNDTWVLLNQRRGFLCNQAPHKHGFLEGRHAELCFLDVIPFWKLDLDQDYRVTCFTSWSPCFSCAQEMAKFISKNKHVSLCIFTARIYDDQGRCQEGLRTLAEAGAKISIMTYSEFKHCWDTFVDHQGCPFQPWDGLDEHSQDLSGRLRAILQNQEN
# MPTP inh = blocks calcium-induced mitochondrial swelling; isolated mouse mitochondria, Ca2+ swelling absorbance, 30 min; inhibition, % at 10 µM; 360,000 compounds, 1.4% hits;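 active = inhibition of 50% or more, scaled per plate between neutral and stimulator controls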;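 also: 0% = DMSO wells given calcium and 100% = 1 mM EGTA wells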
# An asterisk follows results filed as active.
SMILES,A3A deaminase,MIN6 prolif,hIAP act,mIAP inh,hIAP inh,ATG4B inhibitor,mIAP act,A3G deaminase,MPTP inh
CCOC(=O)c1c(NC(=O)C2(C)Cc3ccccc3C(=O)O2)sc2c1CCCC2 (configuration not stated),-1,-2,0.93,2,7,20,0.98,-2,1.9
Cc1ccc(C(=O)Oc2ccccc2N2CCOCC2)cc1,-3,1,0.96,0,4,20,1,-6,1.4
FC(F)Oc1ccc(/C=N/n2c(Cc3ccc(Br)cc3)n[nH]c2=S)cc1,4,-2,0.98,-1,2,6,1,48*,1.9
Cc1ccc(-c2noc(CSc3nnc(Cc4cccs4)n3-c3ccccc3)n2)cc1,-1,-3,1.1,5,-11,-7,0.95,-9,-0.9
CC(=O)Oc1ccc(/C=C2\C=C(c3ccc(C)cc3)OC2=O)cc1,1,-3,0.87,7,13,-1,0.93,-6,1.5
O=C(Nc1cc(S(=O)(=O)N2CCCCC2)ccc1Cl)c1ccncc1,2,2,0.98,-7,2,-6,1.1,-5,-0.1
O=C(CSc1n[nH]c(-c2ccccc2)n1)N1CCOCC1,-3,-1,0.89,-4,11,-18,1,-11,-0.2
O=C(Cc1c(C(=O)O)[nH]c2ccc(Cl)cc12)Nc1ccc2c(c1)OCCO2,-2,-2,0.98,12,2,9,0.88,-1,0.2
O=S(=O)(c1ccc(F)cc1)N1CCN(S(=O)(=O)c2cc(F)ccc2F)CC1,-6,0,0.88,6,12,-12,0.94,-9,-1.0
CCCNC(=O)c1ccccc1NC(=O)C1COc2ccccc2O1 (configuration not stated),-3,0,0.99,-2,0,-8,1,-6,0.3
O=C(Cc1ccccc1)c1c[nH]c(C(=O)O)c1,-3,-1,0.95,7,5,-7,0.93,-10,-0.9
CC(C)OC(=O)CSc1nc(C(C)C)nc2ccccc12,-1,2,0.93,9,7,-8,0.91,-3,-1.6
COc1ccc(N/C=C(\[N+](=O)[O-])S(=O)(=O)c2ccccc2)cc1,-8,-4,1,-11,-1,8,1.1,-11,0.5
Nc1cc(=O)[nH]c(SCc2cccc(Cl)c2)n1,29,-3,0.96,-1,4,5,1,2,-2.0
CSc1nc(Cl)cc(Nc2ccc(O)cc2)n1,-4,-2,0.91,-1,9,-2,1,-5,0.7
Cc1sc2ncn(CC(=O)NCC(=O)N(C)Cc3ccccc3)c(=O)c2c1C,3,2,1.1,5,-13,-1,0.95,-3,-0.5
COc1ccc(NC(C)=O)cc1CNC(=O)COc1ccccc1C(=O)Nc1cccc(C)c1C,-9,0,1.1,-3,-6,-7,1,-8,-0.6
CCOc1ccc(NC(=O)CN2CCN(c3ccc(F)cc3)CC2)cc1,3,-4,1.1,1,-14,1,0.99,-1,0.2
CCOC(=O)c1sc(NC(=O)C2CC(=O)N(c3ccc(C)cc3)C2)nc1C (configuration not stated),-1,0,0.98,2,2,-22,0.98,-10,0.6
Cc1c(C)n(Cc2ccccc2)c2ncnc(Cl)c12,0,-4,1.2,1,-21,-7,0.99,-7,56*
CCCNC(=O)C1CCN(c2ccc(S(=O)(=O)N3CCOCC3)cc2Cl)CC1,4,-3,1.1,-4,-11,-6,1,1,1.3
CN(CC(=O)NC(=O)NCc1ccccc1)CC(=O)Nc1ccc(Cl)c(C(F)(F)F)c1,0,-7,1.4,0,-39,-11,1,-6,0.7
Cc1sc2ncn(CC(=O)NCCCC(=O)N3CCN(c4ncccn4)CC3)c(=O)c2c1C,-1,0,0.89,-6,11,-2,1.1,-2,-0.8
C=CCn1c(SCc2c(C)noc2C)nc2sc3c(c2c1=O)CCCC3,3,-6,0.87,4,13,20,0.96,-4,3.6
CSc1ccccc1NC(=S)N/N=C/c1cccn1Cc1cccc(C)c1,-1,-6,1.1,9,-5,-6,0.91,-3,-3.0
CCOC(=O)c1sc2nc(C)[nH]c(=S)c2c1C,-8,5,1.2,3,-15,-6,0.97,-8,0.7
CC(=O)Nc1ccc(C2=CC(=O)CC(C)(C)C2)cc1,2,-3,1.2,2,-23,2,0.98,-4,2.8
COc1ccc(-n2c(SCC(=O)Nc3cc(C)on3)nc3ccc(O)cc3c2=O)cc1OC,3,-1,1,1,-4,-12,0.99,0,-0.8
O=c1ccc(/C=C/c2ccccc2)nn1Cc1ccccc1Cl,-2,-4,1.1,5,-15,7,0.95,-2,-0.5
CCN(CC(=O)Nc1c(F)cccc1F)C(=O)c1cccc(S(=O)(=O)NCc2ccccc2)c1,0,7,0.94,-1,6,4,1,-11,-0.4

# Some of the entries above, reformatted:
# Below each SMILES: A3A deaminase, MIN6 prolif, hIAP act, mIAP inh, hIAP inh, ATG4B inhibitor, mIAP act, A3G deaminase, MPTP inh
CCOC(=O)c1c(NC(=O)C2(C)Cc3ccccc3C(=O)O2)sc2c1CCCC2 (configuration not stated)
→ -1, -2, 0.93, 2, 7, 20, 0.98, -2, 1.9
Cc1ccc(C(=O)Oc2ccccc2N2CCOCC2)cc1
→ -3, 1, 0.96, 0, 4, 20, 1, -6, 1.4
FC(F)Oc1ccc(/C=N/n2c(Cc3ccc(Br)cc3)n[nH]c2=S)cc1
→ 4, -2, 0.98, -1, 2, 6, 1, 48*, 1.9
Cc1ccc(-c2noc(CSc3nnc(Cc4cccs4)n3-c3ccccc3)n2)cc1
→ -1, -3, 1.1, 5, -11, -7, 0.95, -9, -0.9
CC(=O)Oc1ccc(/C=C2\C=C(c3ccc(C)cc3)OC2=O)cc1
→ 1, -3, 0.87, 7, 13, -1, 0.93, -6, 1.5
O=C(Nc1cc(S(=O)(=O)N2CCCCC2)ccc1Cl)c1ccncc1
→ 2, 2, 0.98, -7, 2, -6, 1.1, -5, -0.1
O=C(CSc1n[nH]c(-c2ccccc2)n1)N1CCOCC1
→ -3, -1, 0.89, -4, 11, -18, 1, -11, -0.2
O=C(Cc1c(C(=O)O)[nH]c2ccc(Cl)cc12)Nc1ccc2c(c1)OCCO2
→ -2, -2, 0.98, 12, 2, 9, 0.88, -1, 0.2
O=S(=O)(c1ccc(F)cc1)N1CCN(S(=O)(=O)c2cc(F)ccc2F)CC1
→ -6, 0, 0.88, 6, 12, -12, 0.94, -9, -1.0
CCCNC(=O)c1ccccc1NC(=O)C1COc2ccccc2O1 (configuration not stated)
→ -3, 0, 0.99, -2, 0, -8, 1, -6, 0.3
O=C(Cc1ccccc1)c1c[nH]c(C(=O)O)c1
→ -3, -1, 0.95, 7, 5, -7, 0.93, -10, -0.9
CC(C)OC(=O)CSc1nc(C(C)C)nc2ccccc12
→ -1, 2, 0.93, 9, 7, -8, 0.91, -3, -1.6
COc1ccc(N/C=C(\[N+](=O)[O-])S(=O)(=O)c2ccccc2)cc1
→ -8, -4, 1, -11, -1, 8, 1.1, -11, 0.5

# Remaining list, next part:
SMILES,A3A deaminase,MIN6 prolif,hIAP act,mIAP inh,hIAP inh,ATG4B inhibitor,mIAP act,A3G deaminase,MPTP inh
CCN(CC)C(=O)COc1cccc2ccccc12,-1,-2,0.77,10,23,2,0.9,-7,0.1
COc1ccc(C(=O)NCc2nnc(SCC(=O)Nc3nnc(C)s3)o2)cc1,0,3,1,26,-2,-3,0.74,3,-2.0
Cc1ccc2c(c1)N(CCC(=O)NCC1COc3ccccc3O1)C(=O)CO2 (configuration not stated),-2,-1,0.85,21,15,-1,0.79,-3,1.9
O=C(Nc1nccs1)c1ccc(-c2ccc(Cl)cc2Cl)o1,5,0,0.93,15,7,-2,0.85,-2,-7.4
CCCCCCCSc1nnc(N)s1,1,-2,0.86,0,14,1,1,-1,3.7
O=[N+]([O-])c1ccc(C2CCCC/C2=N/O)c([N+](=O)[O-])c1 (configuration not stated),3,-2,1,2,-4,-2,0.98,-5,-1.0
COc1cc(OCC(N)=O)cc(OC)c1OC,5,0,0.78,16,22,-2,0.84,-2,-0.5
C=C1CCN([C@@H](CC(C)C)C(=O)N2CCCC2)S(=O)(=O)c2ccccc21,8,-4,1,-2,-3,-9,1,-7,0.7
CCC(C)Sc1nc2c(c(=O)[nH]c(=O)n2C)n1CC(O)COc1cccc2ccccc12 (configuration not stated),5,1,1.2,-4,-21,-12,1,2,1.5
Cc1csc(N2CCc3ccccc32)n1,2,-1,1.1,-1,-15,-4,1,-4,1.6
CCC1SC(=NC(=O)c2ccc(Cl)c(Cl)c2)NC1=O (configuration not stated),-1,-3,0.98,10,2,4,0.9,-5,76*
COc1ccc(C(=O)Nc2ccnn2C2CCN(C(=O)c3cnsn3)CC2)cc1,-5,-2,0.82,2,18,27,0.97,-2,-1.0
Cc1ccc2[nH]c(O)c(N=NC(=O)C3CC3c3ccccc3)c2c1Br (configuration not stated),0,-2,0.99,12,1,4,0.88,-5,27
CCC(CC)C(=O)c1c[nH]c(C(=O)N2CCN(c3ccccc3)CC2)c1,-1,1,1.1,-2,-7,5,1,-6,2.9
Cc1ccc(C2C(C#N)=C(N)N(c3ncn[nH]3)C3=C2C(=O)CC(C)(C)C3)cc1 (configuration not stated),-3,0,0.91,8,9,-8,0.92,-6,-2.1
Cc1cccc(OCC(=O)NCCCNC(=O)c2ccccn2)c1,-2,1,0.95,-3,5,3,1,-6,-0.4
COc1ccc(NC(=O)CN(C)C(=O)CCNC(=O)c2ccccc2OC)cc1,-1,1,1.2,0,-18,2,1,-7,-0.5
CCOC(=O)C1(Cc2cccc(OC)c2)CCCN(C(=O)c2cc(C)[nH]n2)C1 (configuration not stated),-5,-3,1.5,5,-48,19,0.95,-7,-1.6
Cc1cc(OCC(=O)NNC(=O)c2ccncc2)ccc1C(C)C,2,0,1.6,5,-56,-13,0.95,-9,-1.8
COc1ccccc1C(=O)NCCC(=O)N(C)CC(=O)Nc1ccc(N2CCOCC2)cc1,-2,0,0.86,-7,14,-2,1.1,-4,-1.2
Cc1ccccc1N(C(=O)c1snc(C(N)=O)c1N)C(C)C(=O)NC1CCCCC1 (configuration not stated),-2,4,1,4,0,15,0.96,-3,-1.0
CCOC(=O)c1sc(NC(=O)c2cccc(S(=O)(=O)N(CC)CC)c2)cc1C,-3,-3,1,10,-2,-14,0.9,-9,51*
CC(Sc1n[nH]c(N)n1)C(=O)C12CC3CC(CC(C3)C1)C2 (configuration not stated),-3,-3,1.2,11,-19,-16,0.89,-5,-0.2
COc1ccccc1C1CCN(Cc2ccccc2)CC1,-2,1,0.86,9,14,1,0.91,-6,-0.3
COc1cc(OC)c(C2Nc3cccc4cccc(c34)N2)c(OC)c1,-3,-7,0.91,7,9,2,0.93,-5,0.7
Cc1cc(Nc2cccc(F)c2)nc(N2CCOCC2)n1,-4,0,0.91,-2,9,9,1,-10,1.6
Cc1ccc(OC/C(O)=C(\C#N)c2nc3ccccc3s2)cc1,-5,-6,0.98,5,2,9,0.95,-5,73*
Cc1cc(C)c(C(=O)Nc2ccc(C)c(C)c2)c(CC(C)(C)C(=O)O)c1,-3,3,1.1,-1,-10,-3,1,-6,1.8
COc1ccc(-c2csc(/N=C/N(C)C)n2)cc1OC,-2,-2,1,0,-1,-7,1,-8,-0.8
O=C(NCCN1CCCC1)C1CCC(=O)N(CCCN2CCOCC2)C1 (configuration not stated),-4,-2,1.2,-6,-21,0,1.1,-5,1.2
CN(CC(=O)NCc1ccccc1)S(=O)(=O)c1ccc2c(c1)CCC(=O)N2,4,-1,0.98,2,2,2,0.98,-2,-0.4
CNC(=O)CSc1nnc(SCCC(=O)O)s1,0,0,0.89,-4,11,3,1,-7,-0.6
Cc1cccn2c(=O)c(C=C(C#N)C#N)c(N3CCN(C)CC3)nc12,-8,-1,0.9,4,10,6,0.96,-9,1.8
